# Source: PubChem BioAssay (Emory University Molecular Libraries Screening Center)
# 14-3-3 PPI – 14-3-3 gamma protein interaction modulation; P61981; FP, 14-3-3gamma / TMR-pS259-Raf peptide binding; inhibition, % at 40 µM; 160,000 compounds, 0.19% hits; in the data active means inhibition above about 30%;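 further: 0% = protein plus tracer without compound and 100% = blank with tracer alone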
# Target sequence (P61981 whole entry, looked up): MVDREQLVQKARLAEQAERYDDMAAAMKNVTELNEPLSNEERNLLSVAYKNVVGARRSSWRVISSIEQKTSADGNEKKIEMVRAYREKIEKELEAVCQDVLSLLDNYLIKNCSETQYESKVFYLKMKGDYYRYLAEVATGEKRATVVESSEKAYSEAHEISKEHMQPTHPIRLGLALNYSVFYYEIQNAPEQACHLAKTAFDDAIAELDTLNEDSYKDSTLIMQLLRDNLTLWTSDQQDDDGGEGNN
# * hit, by the source's call; & = joins results of further samples. The list is partial. The share of hits here may be higher or lower than overall.
molecule	14-3-3 PPI
CC(C)c1nc2oc3c(=O)[nH]cnc3c2c2c1CCC2	-4
Nc1c(C(=O)NCCN2CCOCC2)c2nc3ccccc3nc2n1CCc1ccccc1	-5
COc1ccc(Cl)cc1N(CC(=O)N1CCN(c2ccccc2)CC1)S(=O)(=O)c1ccc(C)c([N+](=O)[O-])c1	-1
O=c1cc(-c2ccccc2)[nH]n1-c1ccc([N+](=O)[O-])cc1	-5
COc1cccc(CNC(=O)c2cn(CC(C)C)c(=O)c3c2c2ccccc2n3C)c1	-1
Cc1ccc(S(=O)(=O)NCC2CCC(C(=O)NCCc3ccc(Cl)cc3)CC2)cc1 (stereo unspecified)	-2
CCCCSc1nsc(SCC(=O)c2ccccc2)c1C#N	-59
Cn1c(SCc2nnc(-c3ccccc3Br)o2)nc2sc3c(c2c1=O)CCC3	-30
O=C(Nc1ccc(Br)cc1)c1cnn2c1NC(c1cccs1)CC2C(F)(F)F (stereo unspecified)	7
Cc1ccc(C2CC(=O)C3=C(C2)Nc2ccccc2NC3c2cccc([N+](=O)[O-])c2)cc1 (stereo unspecified)	3
O=C(O)c1ccc(C(=O)O)c(C(=O)c2ccc(NC(=O)c3ccccc3)cc2)c1	1
CN1C(=O)c2ccccc2C(C(=O)N2CCC(Cc3ccccc3)CC2)C1c1c[nH]c2ccccc12 (stereo unspecified)	7
CCN(CC)CCNc1ncnc2c1[nH]c1ccc(OC)cc12	0
Cc1ccc(-n2c(C)cc(C(=S)N3CCOCC3)c2C)cc1Cl	-13
Cc1cc(C)cc(C(=O)c2ccccc2C(=O)O)c1	1
O=C(CSc1nc2sc3c(c2c(=O)[nH]1)CCCC3)NCc1ccccn1	-6
CCOc1ccccc1NC(=O)c1ccc(F)c(S(=O)(=O)N2CCN(c3cccc(C)c3)C(C)C2)c1 (stereo unspecified)	-3
CC(=O)Nc1cccc(OC(=O)N2CCOCC2)c1	2
Cc1cc(-n2c(N)c(C(=O)Nc3ccccc3F)sc2=S)ccc1Cl	-26
CCN(CC)c1ccc(C=Nc2ccc(OC)cc2OC)c(O)c1	-5
COc1ccc(OC)c(NC(=O)c2ccc(Br)o2)c1	-10
CCOC(=O)C1=CN(C)C=C(C(=O)OCC)C1c1ccc(OC)cc1OC	-3
COc1ccc(OC)c(C2C(C(=O)OCC3CCCO3)=C(C)NC3=C2C(=O)CCC3)c1 (stereo unspecified)	-4
CCOC(=O)c1cc2c(=O)n3ccccc3nc2n(CCOC)c1=NC(=O)c1cccc(Br)c1	-9
COc1ccccc1/C=N/n1cnnc1	0

# Two of these compounds, reformatted.
compound: Cc1cc(C)cc(C(=O)c2ccccc2C(=O)O)c1
- 14-3-3 PPI: 1
compound: O=C(CSc1nc2sc3c(c2c(=O)[nH]1)CCCC3)NCc1ccccn1
- 14-3-3 PPI: -6

# Gathered by group, those above containing a furan ring, fused or not.
molecule	14-3-3 PPI
CC(C)c1nc2oc3c(=O)[nH]cnc3c2c2c1CCC2	-4
COc1ccc(OC)c(NC(=O)c2ccc(Br)o2)c1	-10

# Next results follow.
molecule	14-3-3 PPI
O=c1c2ccccc2nc(SCc2cccc(Cl)c2)n1CCN1CCOCC1	5
CN(C)c1ccc(CNc2ccc3c(c2)ncn3C)cc1	3
Cc1ccc(C(C)(C)C)c(OCC(=O)NCc2ccco2)c1	-6
O=C(CCn1c(=S)[nH]c2cc3c(cc2c1=O)OCO3)NCc1ccccn1	-3
COc1ccc(-n2cc(-c3ccccc3)nc2SCC(=O)Nc2ccccc2)cc1Cl	-4
O=S(=O)(c1ccccc1)N(Cc1nc(-c2ccccc2)no1)C1CCCCC1	-7
Cc1ccc2c(Cl)c(C(=O)N3CC(C)OC(C)C3)sc2c1 (stereo unspecified)	-22
Cc1ccc(Cn2nnc3c(=O)[nH]c(C(=O)NCc4ccco4)nc32)cc1	-8
COc1cc(OC)cc(-n2c(=O)c3sccc3n(Cc3cc(=O)n4ccccc4n3)c2=O)c1	-8
COc1cc(C(=S)N2CCCC2)ccc1O	-3
COC(=O)CN1C(=O)CSc2ncccc21	-13
O=C1CCCN2N=C(SC(c3ccccc3)c3ccccc3)SC2=N1	2
Cc1ccc(Cn2c(SCc3ccc(Cl)cc3)nc3c2c(=O)[nH]c(=O)n3C)cc1	16
COc1ccccc1-c1cc(N)n(S(=O)(=O)c2ccc(F)c(C)c2)n1	3
COc1ccc(C2C(C(=O)NCCN(C)C)c3cc(OC)c(OC)cc3C(=O)N2C)cc1 (stereo unspecified)	0
CCOC(=O)N1CCN(S(=O)(=O)c2ccc(OCC)c(C)c2)CC1	2
Brc1ccc2c3c(ccc2c1)OCN(c1ccccc1)C3	-4
Clc1ccc(-c2nn3c(-c4ccncc4)nnc3s2)c(Cl)c1	-2
COc1ccc(C(=O)N2CCCN(C(=O)c3ccc(OC)cc3)CC2)cc1	-12
O=C1CC(Sc2ccccn2)C(=O)N1c1ccc(Br)cc1 (stereo unspecified)	-13
Clc1cccc(-c2nc3ccccc3c3nc4ccccc4n23)c1	0
Cn1c(=O)cc(OCCCC(=O)N2CCN(Cc3ccc4c(c3)OCO4)CC2)c2ccccc21	3
COC(=O)C1=CN(C(C)C)C=C(C(=O)OC)C1c1ccc(OC)c(O)c1	-2
Cc1ccc(-n2nnnc2SCC(=O)c2cc(C)n(-c3cc(C)on3)c2C)cc1	-9
CCOC(=O)c1c(NC(=O)c2ccc(C)cc2)sc2c1CCC(CC)C2 (stereo unspecified)	-6

# Part of the list above, reformatted:
14-3-3 PPI | SMILES
-1 | COc1ccc(Cl)cc1N(CC(=O)N1CCN(c2ccccc2)CC1)S(=O)(=O)c1ccc(C)c([N+](=O)[O-])c1
-5 | O=c1cc(-c2ccccc2)[nH]n1-c1ccc([N+](=O)[O-])cc1
-1 | COc1cccc(CNC(=O)c2cn(CC(C)C)c(=O)c3c2c2ccccc2n3C)c1

# (more compounds)
molecule	14-3-3 PPI
CCCCN(CC)C(=O)Cn1c(=O)n(-c2ccccc2)c(=O)c2sccc21	-4
CCC(C)OC(=O)C1=C(C)NC2=C(C(=O)CC(c3ccc(Cl)cc3)C2)C1c1ccc(OC)cc1OC (stereo unspecified)	-5
Cc1ccc(S(=O)(=O)N=C(Nc2nc(C)cc(C)n2)Nc2cccc(C)c2C)cc1	0
CC(C)CNc1nc(Oc2ccc(=O)n(C)n2)nc(N2CCOCC2)n1	4
COc1cc(C2C(C(C)=O)=C(O)C(=O)N2CCO)ccc1O (stereo unspecified)	0
CC1(C)CC(=O)C2=C(C1)Nc1nc(SCc3ccccc3F)nn1C2c1cccnc1 (stereo unspecified)	-3
CCCCN1C(=O)C(O)(CC(=O)c2cccs2)c2cc(Br)ccc21 (stereo unspecified)	-8
O=C(OCCN1C(=O)c2ccccc2C1=O)c1cc2ccccc2oc1=O	-4
O=C(C1COc2ccccc2O1)N1CCN(c2ccccc2F)CC1 (stereo unspecified)	-5
Cn1c(=O)c2c3c(sc2n2c(SCC(N)=O)nnc12)CC(C(C)(C)C)CC3 (stereo unspecified)	-13
Nc1ccc(S(=O)(=O)c2cccc(N)c2)cc1	-3&0
COCCNCC(=O)C12CC3CC(CC(C3)C1)C2	-8
Cc1c(Br)c(=O)[nH]c(=O)n1COCc1ccccc1	6
COC(=O)c1[nH]c2cccc(C)c2c1NC(=O)CN1CCCc2ccccc21	-10
CCC1CCCCN1C(=O)c1ccc(N2CC3CC(C2)c2cccc(=O)n2C3)c(NC(=O)c2ccncc2)c1 (stereo unspecified)	4
CC1(C)CC(=O)C2=C(C1)Nc1nc(SCc3ccccc3F)nn1C2c1cccc(O)c1 (stereo unspecified)	-3
Nc1ccc(C(=O)OCc2nc3ccccc3[nH]2)cc1	-3
CCOc1ccc(NC(=O)CN2C(=O)COc3ccc(Cl)cc32)cc1	-2
O=C1CC(c2cccs2)CC2=C1C(c1cc(=O)c3ccccc3o1)Nc1ccccc1N2 (stereo unspecified)	-5
COc1ccc2nc3oc(C(=O)N4CCC(C(N)=O)CC4)cc3cc2c1	-2&7
CCOCCn1cnc2sc(C(=O)N3CC(C)CC(C)C3)c(C)c2c1=O (stereo unspecified)	0
Brc1ccc(-c2nc(NCc3ccccc3)c3ccccc3n2)cc1	-10
COc1cccc(N2C(=S)NC3c4cc(Br)ccc4OC2(C)C3C(=O)N(C)C)c1 (stereo unspecified)	-4
Cc1ccccc1N1C(=S)NC2CC1(C)Oc1ccccc12 (stereo unspecified)	-8
CCOc1ccc(-n2cc(C(=O)N3CCN(c4ccccn4)CC3)c3cc(OC)c(OC)cc3c2=O)cc1	-3

# Next part
molecule	14-3-3 PPI
COc1cccc(-n2c(=O)[nH]c3ccsc3c2=O)c1	0
COc1cc2cc(C(=O)O)n(C)c2c(OC)c1OC	-1
CCCOC(=O)Cc1n[nH]c(=O)[nH]c1=O	3&-32
CCOC(=O)c1cccc(NC(=O)CSc2nnc(-c3cccnc3)n2CC)c1	3
COc1ccc(-c2cc(C(=O)N3CC4(C)CC3CC(C)(C)C4)no2)cc1 (stereo unspecified)	-4
CC(C)C(=O)N1c2ccccc2NC2=C(C(=O)CC(C)(C)C2)C1c1ccc([N+](=O)[O-])cc1 (stereo unspecified)	2
O=C(CSc1ncnc2sc3c(c12)CCCC3)N1CCC(c2noc3ccc(F)cc23)CC1	-6
O=C(c1cc(-c2cccs2)nc2ccccc12)N1CCCC1	3
Cc1ccc(NC(=O)CC2CC(C)(C)OC2=O)cc1 (stereo unspecified)	-7
CCOC(=O)c1cnc2c(OC)cccc2c1Nc1ccc(Br)cc1C	7
CCSc1nnc(NC(=O)COc2ccc(Cl)cc2C)s1	-15
COCCNCC(O)Cn1c2ccccc2c2ccccc21 (stereo unspecified)	-2
CCOC(=O)N1CCN(c2nc(=S)n(-c3ccccc3)c(C)c2C(C)=O)CC1	-20
CC1CCN(C(=O)CS(=O)(=O)c2cn(Cc3ccc(F)cc3)c3ccccc23)CC1	-10
NC(=O)COc1ccc(C2c3c(oc4ccccc4c3=O)C(=O)N2CC2CCCO2)cc1 (stereo unspecified)	-12
CC(C)c1ccccc1NC(=O)c1ccccc1	-28
COc1ccccc1N1CCN(C(=O)Cn2nnc(-c3ccncc3)n2)CC1	-3
CCOC(=O)NC(NC(=O)OCC)C(=O)c1ccccc1	-5
COC(=O)C1=CN(Cc2ccc(Cl)cc2)C=C(C(=O)OC)C1c1ccc(OC)c(Br)c1	3
CN(C)c1ccc(C2N(c3cccc(Cl)c3)C(=O)C3CCCN32)cc1 (stereo unspecified)	-3
CCOC(=O)c1cc2c(nc1N)CCCC2	-13
COc1ccccc1N1CCN(c2nc(C)nc3c2oc2ccccc23)CC1	-1
CCS(=O)(=O)N1CCCC(C(=O)NCc2ccccc2Cl)C1 (stereo unspecified)	1
CCOc1cc2[nH]c(=S)n(CCC(C)C)c(=O)c2cc1OCC	-8
COCCNC(=O)c1ccc2c(=O)n(Cc3ccccc3Cl)c(=S)[nH]c2c1	6

# (cont.)
molecule	14-3-3 PPI
Cc1c(NS(=O)(=O)c2ccc3c(c2)n(C)c(=O)n3C)c(=O)n(-c2ccccc2)n1C	-6
CN(C)S(=O)(=O)c1ccc(-c2ccccc2)cc1	-1
CCCC(N)CCCCCC(=O)O (stereo unspecified)	-1
O=S(=O)(NCc1ccccc1)c1cccc2nonc12	4&0
COc1cc(OC)cc(C(=O)NCc2n[nH]c(=S)n2-c2ccccc2OC)c1	2&6
COc1ccc(C(=O)Nc2cc(-c3nc4cc(C)ccc4o3)ccc2Cl)cc1Br	-43
CC1(C)Oc2ccc3ccc(=O)oc3c2-c2cn[nH]c21	0
COC(=O)c1ccc2c(=O)[nH]c3c(C(=O)NC(C)c4ccccc4)sc(=S)n3c2c1 (stereo unspecified)	-60
CC1=C(C(=O)OCCCc2ccccc2)C(c2ccc(C)s2)NC(=O)N1C (stereo unspecified)	4
O=C(Nc1ccc(Br)cc1)c1nc2nc(-c3ccccc3)cc(C(F)(F)F)n2n1	-6
COc1ccc2nc(NC(=O)CN3CCCCC3)sc2c1	3
CCN(CC)CCn1c(C)nc2cc3ccccc3cc2c1=O	-6
CCOC(=O)c1oc2ccccc2c1CSc1nnnn1-c1ccc(OC)cc1	-4
CC(C)(C)c1ccc(OCC(=O)N2N=C3CCCCCC3C2(O)C(F)(F)F)cc1 (stereo unspecified)	0
Cc1ccc(-c2nnn(CC(=O)N(CC(=O)NCc3ccccc3)c3cccc(C)c3C)n2)o1	-1
Cc1sc2nc(SCc3nc4ccccc4[nH]3)n(Cc3ccco3)c(=O)c2c1C	0
CC(C)(C)c1ccc(C(=O)NCc2cccnc2)cc1	5&-10
CC1CCN(Cc2c(O)ccc3c4c(c(=O)oc23)CCCC4)CC1	2
O=S(=O)(c1ccc2nc(-c3ccccc3)[nH]c2c1)N1CCN(c2cccc(C(F)(F)F)c2)CC1	-8
CC(C)c1ccc(C2/C(=C(\O)c3ccc(Br)cc3)C(=O)C(=O)N2c2nccs2)cc1 (stereo unspecified)	-12
COC(=O)C1=CN(C23CC4CC(CC(C4)C2)C3)C=C(C(=O)OC)C1c1cccs1	-7
COc1ccc(NS(=O)(=O)c2coc(C(N)=O)c2)cc1Cl	0

# 3 compounds from above, sorted by number of heavy atoms, lowest first:
molecule	14-3-3 PPI
COc1ccc2nc(NC(=O)CN3CCCCC3)sc2c1	3
COc1cc(OC)cc(C(=O)NCc2n[nH]c(=S)n2-c2ccccc2OC)c1	2&6
COC(=O)C1=CN(C23CC4CC(CC(C4)C2)C3)C=C(C(=O)OC)C1c1cccs1	-7
